NadD inh = blocks S. aureus nicotinate mononucleotide adenylyltransferase; 360,000 tested, 0.78% active; purified NadD enzyme, colorimetric absorbance read-out; inhibition, % at 20 µM; in the data active = inhibition above about 26%; note: some compounds past the cut are filed as inactive
Scp1 inh = blocks human Scp-1 phosphatase activity; Q9GZU7; Recombinant Scp1, phosphopeptide, malachite green phosphate absorbance; inhibition, % at 20 µM; 340,000 tested, 0.88% active; AID 493091;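 active = inhibition above about 50% at 20 µM, limit read from the data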;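 note: plate controls were DMSO wells with enzyme for no effect and wells lacking enzyme for full effect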
Target sequence (Q9GZU7 76-261 limits assumed): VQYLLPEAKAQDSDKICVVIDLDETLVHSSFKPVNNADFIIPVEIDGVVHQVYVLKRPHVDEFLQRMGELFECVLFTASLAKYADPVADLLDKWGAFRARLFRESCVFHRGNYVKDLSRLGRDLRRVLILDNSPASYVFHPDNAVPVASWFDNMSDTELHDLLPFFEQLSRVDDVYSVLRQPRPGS
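Test system – truncated SCP-1 phosphatase (76-261aa) · Reagent – Phosphorylated 17-residue peptide substrate · Incubation – 45 min room-temperature reaction, 5 min colour, 30 min stabiliser · Detection – colorimetric phosphate reagent with accelerator and stabiliser, absorbance at 630 nm · Measure – % inhibition at 20 µM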
STEP inh = STEP (human) phosphatase inhibition; recombinant STEP, OMFP fluorogenic substrate, fluorescence; P54829; 360,000 tested, 0.25% active; inhibition, % at 20 µM;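 active = inhibition at 20 µM, scaled per plate between control wells, above about 37%, limit read from the data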;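 note: 0% = DMSO with enzyme and substrate and 100% = substrate only without enzyme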
Target sequence (P54829 whole entry, looked up): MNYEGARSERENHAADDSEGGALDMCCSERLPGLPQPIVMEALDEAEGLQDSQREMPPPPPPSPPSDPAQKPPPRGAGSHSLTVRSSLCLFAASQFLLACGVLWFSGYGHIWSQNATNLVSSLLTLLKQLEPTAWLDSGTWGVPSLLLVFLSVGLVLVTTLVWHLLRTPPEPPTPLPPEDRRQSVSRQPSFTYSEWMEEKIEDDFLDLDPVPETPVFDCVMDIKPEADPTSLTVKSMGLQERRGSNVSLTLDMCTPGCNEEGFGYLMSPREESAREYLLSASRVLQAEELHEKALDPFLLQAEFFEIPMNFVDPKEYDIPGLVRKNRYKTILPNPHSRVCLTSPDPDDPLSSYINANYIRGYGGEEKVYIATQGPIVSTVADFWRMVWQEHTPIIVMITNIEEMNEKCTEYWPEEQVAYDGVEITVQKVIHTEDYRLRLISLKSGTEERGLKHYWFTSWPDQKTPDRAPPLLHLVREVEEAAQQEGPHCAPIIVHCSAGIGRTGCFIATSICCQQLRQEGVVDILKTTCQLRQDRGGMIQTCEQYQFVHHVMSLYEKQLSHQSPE
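Material: STEP (striatal-enriched tyrosine phosphatase) enzyme, cell-free | Medium: 50 mM Bis-Tris pH 6.0 with 2.5 mM DTT and 0.005% Tween 20 | Read-out: Percent inhibition scaled to no-enzyme and uninhibited-enzyme controls, plate-pattern corrected | Signal: Fluorescence read at 480 nm ex / 540 nm em | Times: 20 min reaction, room temperature, in the dark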
CSN inh = inhibitors of human CSN-mediated cullin deneddylation | Q92905 | Purified CSN, SCF-Nedd8-OG deneddylation, fluorescence polarization | inhibition, % at 12.5 µM | 360,000 tested, 0.38% active;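 active = pattern-corrected inhibition above about 35%, with an unprinted fluorescence ratio check between 0.5 and 1.5, limit read from the data, passing the limit was not always enough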;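 note: 0% = enzyme with substrate and 100% = substrate without enzyme; some results filed as inactive read as strong as hits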
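Test system: purified human Csn5 enzyme expressed in HEK293T cells. Amount: 0.24 nM enzyme. Reagent: SCFSkp2-Nedd8OG substrate at 10 nM final. Schedule: 90 min incubation of compound, enzyme and substrate at room temperature. Detection: fluorescence polarization. Read-out: % inhibition of substrate cleavage by Csn5.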
Rpn11 inh = inhibitors of human proteasome Rpn11. calls only at 20 µM. human 26S proteasome, Ub4-pepOG fluorescence polarization; 20S core pre-blocked with epoxomicin. 360,000 tested, 0.59% active;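 active = inhibition at 20 µM, scaled to each plate's controls, above about 33%, limit read from the data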
DNMT1 inh = inhibitors of human DNMT1. inhibition (reported as % activation of signal), % at 10 µM. DNMT1 molecular beacon, Hinp1I cleavage, fluorescence. 360,000 tested, 0.83% active. P26358; in the data active = inhibition above about 50%
Tb MetRS inh = blocks T. brucei methionyl-tRNA synthetase activity | purified T. brucei MetRS, ATP depletion, Kinase-Glo luminescence | inhibition, % at 11.9 µM | 360,000 tested, 0.4% active | AID 624268;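 active = inhibition above a per-plate cutoff of the control wells' mean inhibition plus 3 SD, cut at about 5.5% in these data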;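 note: 0% = DMSO wells median and 100% = median of wells with control inhibitor compound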
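Material – parasite MetRS enzyme · Medium – HEPES-MgCl2-KCl buffer plus DTT, spermine, BSA, pyrophosphatase · Reagent – ATP, methionine and E. coli bulk tRNA substrates · Times – 15 min enzyme-compound preincubation, 2 h reaction, 10 min detection, 25 °C · Measured by – luminescence of leftover ATP · Evaluation – percent inhibition relative to median high and low control wells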
SUMO1 PPI mod = alters human SUMO1 binding to SIM partners | P63165 | SUMO1 binding to a labelled peptide, TR-FRET, 1 h | inhibition, % at 20 µM | 360,000 tested, 0.33% active; in the data active = inhibition above about 37%
MsrA inh = inhibitors of bovine MsrA; purified bovine MsrA, absorbance read-out; inhibition, % at 15.5 µM; 360,000 tested, 0.75% active; in the data active = inhibition above about 4.5%;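 note: 0% = vehicle wells with enzyme and 100% = reference inhibitor wells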
LMPTP inh = LMPTP (human) inhibition; AID 651560; 360,000 tested, 0.22% active; recombinant LMPTP-A, OMFP fluorogenic substrate, fluorescence intensity; inhibition, % at 20 µM; P24666;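 active = compounds that cut the enzyme signal by at least half of the control window in the single-dose screen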;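 note: plate controls were DMSO wells with enzyme plus substrate for no effect and substrate without enzyme for full effect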
Target sequence (P24666 whole entry, looked up): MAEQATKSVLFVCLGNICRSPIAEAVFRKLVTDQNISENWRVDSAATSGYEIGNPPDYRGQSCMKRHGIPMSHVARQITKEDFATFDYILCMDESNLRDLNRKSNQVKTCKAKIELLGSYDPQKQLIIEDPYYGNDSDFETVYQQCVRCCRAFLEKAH
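Assay system: LMPTP-A enzyme. Input: 0.625 nM LMPTP-A final. Probe or stimulus: 400 µM OMFP. Compound dosing: single 20 µM dose. Schedule: 50 min dark incubation at room temperature. Detection: fluorescence intensity of OMFP turnover product. Read-out: percent inhibition versus substrate-only and uninhibited controls. Benchmarks: no-enzyme low control, uninhibited high control.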
An asterisk follows results filed as active; i = inactive; x = not tested or not shown; + = active, no number. Not a hit list. Share with any hit: about 3.9%.

SMILES	NadD inh	Scp1 inh	STEP inh	CSN inh	Rpn11 inh	DNMT1 inh	Tb MetRS inh	SUMO1 PPI mod	MsrA inh	LMPTP inh
CC(C)(C)NC(=O)C(c1ccco1)N(C(=O)Cn1nnc(-c2ccc(F)cc2)n1)c1cccc(F)c1 (configuration not stated)	-4.4	-8.4	-0.1	1.8	i	1.4	-0.3	1.5	0.0	0.0
Cc1cc2ccccn2c1C(=O)Nc1ccccc1	6.4	-12.5	1.1	-2.1	i	0.6	-0.6	-6.6	5.1*	12.3
CN(C(=O)c1ccno1)c1nnc(-c2cnccn2)s1	1.0	17.2	-0.1	3.0	i	2.6	0.2	-6.9	2.2	0.6
CSCCNC(=O)c1ccc2nc(C3CCCCC3)oc2c1	-0.4	-9.5	-1.1	4.4	i	0.5	-0.4	-0.5	0.9	0.3
Cc1ccc(S(=O)(=O)N2[C@@H](c3ccc(Cl)c(Cl)c3)C(C(=O)O)=C[C@H]2C(C)(C)C)cc1	1.9	-12.4	-1.2	-2.3	i	5.3	-1.0	30.8	x	-0.2
Cn1ncc(Cl)c1C(=O)Nc1ccc(CN2CCCCC2)cc1	-5.4	-4.6	0.2	4.7	i	-0.3	0.0	4.6	1.5	3.5
Cn1cc(Cl)c(C(=O)Nc2nc3ccc([N+](=O)[O-])cc3s2)n1	-1.4	2.7	4.6	-0.9	i	2.3	-0.7	-4.9	0.1	29.9
Cc1cc(C)n2c(=O)c3ccc(Cl)cc3nc2c1C#N	-1.5	-2.0	3.4	3.9	i	3.8	-0.1	-9.4	0.5	0.8
Cc1ccc2c(CN3CCN(S(=O)(=O)c4ccc5c(c4)OCCO5)CC3)cc(=O)oc2c1C	12.6	-2.2	1.5	-0.6	i	-3.5	0.3	2.8	1.3	1.7
O=C(CCCc1ccccc1)NCc1cccnc1	-5.0	-5.2	5.1	3.9	i	1.1	-0.5	-4.0	-0.7	-1.3
CCSc1nnc(NC(=O)CSc2nnc(CNC(=O)c3cc(OC)c(OC)c(OC)c3)o2)s1	3.2	-2.7	-3.3	-3.9	i	-3.8	0.1	5.7	0.4	1.0
O=C1CSC(c2cccc([N+](=O)[O-])c2)N1c1ccccc1F (configuration not stated)	-5.7	-5.2	3.4	0.8	i	-1.0	-0.8	-16.1	2.0	-0.6
COc1ccc(CC(=O)NNC(=S)NC(=O)c2cc(OC)c(OC)c(OC)c2)cc1	-4.5	x	-1.2	3.9	i	0.7	-0.3	2.0	2.1	-0.8
C[C@H]1CN([C@@H](C)CO)C(=O)CCCn2cc(nn2)CO[C@@H]1CN(C)S(=O)(=O)c1ccc(-n2cccn2)cc1	-2.3	x	-0.5	3.1	i	4.9	0.5	4.9	-1.1	-2.1
O=C1CNC(=S)N1Cc1ccccc1Cl	1.3	-7.3	-1.7	0.9	i	-2.2	0.3	-1.6	0.5	-1.0
COc1ccc(NC(=O)c2ccc3nc(-c4ccccc4)c(-c4ccccc4)nc3c2)c(OC)c1	11.4	-7.3	-0.4	-6.9	i	6.9	-0.8	-1.6	-0.8	-0.1
CC(C)(C)C(=O)NC(=S)Nc1ccccc1N1CCCC1	-2.2	-5.6	6.7	-0.1	i	-11.5	-0.5	0.8	-0.9	2.0
O=C(c1cccs1)N1CC=C(c2ccccc2)CC1	2.0	-7.6	-2.4	-3.9	i	1.6	-0.4	2.0	1.4	-0.4
C[C@@H]1CN([C@@H](C)CO)C(=O)CCCn2nncc2CO[C@@H]1CN(C)S(=O)(=O)c1ccccc1F	1.4	x	-2.0	-1.0	i	-1.0	-0.1	-0.3	-0.2	-0.2
CC(=O)C1CCC2C3C=CC4=CC(=O)CCC4(C)C3CCC12C (configuration not stated)	-1.0	x	1.1	-0.5	i	1.6	-1.0	-20.6	0.5	-1.7
O=C(OC1CCCCC1)c1ccc(NC(=O)c2ccco2)cc1	-2.0	-11.2	1.4	2.1	i	-0.8	-0.1	-3.4	0.2	0.2
CCCc1cc(=O)oc2c3c(c4c(c12)OC(C)(C)C=C4)OC(C)C(C)C3O (configuration not stated)	-0.7	-7.1	0.2	-1.6	i	-10.6	-2.7	3.3	0.8	4.6
Cc1onc(C(=O)Nc2ccccc2C(F)(F)F)c1[N+](=O)[O-]	-7.1	-5.1	1.7	1.1	i	0.6	0.0	-8.2	0.6	-2.3
Cc1ccc(CSc2nnc(SCC(=O)N/N=C/C=C/c3ccco3)s2)cc1	8.5	-5.7	-0.5	4.8	i	52.5*	0.8	3.4	0.8	3.3
NNC(=O)c1nnn(-c2nonc2N)c1CN1CCCC1	-0.2	-6.5	1.4	-3.9	i	-0.6	-0.6	1.2	-1.3	-2.0
(listing goes on)
SMILES	NadD inh	Scp1 inh	STEP inh	CSN inh	Rpn11 inh	DNMT1 inh	Tb MetRS inh	SUMO1 PPI mod	MsrA inh	LMPTP inh
COc1ccccc1N1C(=O)c2cccc3c(Cl)ccc(c23)C1=O	-5.3	-15.4	3.2	-2.9	i	-0.4	0.2	-20.9	0.4	0.9
O=c1[nH]c(N2CCCCC2)nc2c1CCCC2	-1.9	1.6	-1.7	0.9	i	6.4	-1.8	-0.9	0.8	-0.7
CC(=O)Nc1cccc(-c2ccnc3c2CC(C(=O)NCc2ccc(F)c(F)c2)O3)c1 (configuration not stated)	-5.4	x	-1.6	1.6	i	0.1	-0.4	-0.8	1.2	-1.3
CCOC(=O)c1sc2nccc(OC)c2c1N=CNOC	-8.3	-4.9	1.1	-11.9	i	-0.6	-0.8	-10.0	-0.4	1.4
CNc1nc(Oc2cccc(F)c2)c2sccc2n1	5.3	x	-1.3	0.0	i	9.3	-0.3	1.4	-0.1	1.2
CCc1nc2ccccc2c(C(=O)OCc2nc3ccccc3c(=O)[nH]2)c1C	-0.5	-6.7	1.5	-5.0	i	-4.4	0.2	-27.8	1.2	0.2
Cc1cc(C)c2c(N)c(C(=O)c3ccc(Cl)cc3)sc2n1	-5.1	4.0	0.4	-8.8	i	9.9	-0.3	-10.1	1.1	4.9
CCn1c(SCc2ccc(F)cc2)nc2ccccc2c1=O	-3.9	-5.9	1.1	5.0	i	7.0	-1.2	4.6	2.1	-0.3
CCOC(=O)c1ccc(NC(=O)c2nc[nH]c2C(=O)N[C@H](C)CO)cc1	-4.6	x	1.6	-0.8	i	3.7	0.3	0.5	-0.3	-2.4
O=C(NCc1nnnn1-c1ccccc1)c1ccc2ccccc2c1	2.8	x	-3.7	0.7	i	0.7	-0.1	-8.8	1.6	0.1
O=C(c1cccc(F)c1)N1CCC(O)(c2cccnc2)CC1	-0.7	-6.0	2.2	-4.2	i	-0.2	0.3	-0.7	-0.3	-1.3
CCCCn1c(SCC(=O)c2c(N)n(C3CC3)c(=O)[nH]c2=O)nc2cc(S(N)(=O)=O)ccc21	2.0	-3.4	-0.2	-8.7	i	-0.1	-0.2	6.4	0.0	-0.2
COc1ccnc(Oc2ccc(F)cc2)c1C#N	-4.2	-4.5	-0.3	6.0	i	-2.9	-0.9	2.0	-0.4	0.9
Cc1ccc(NS(=O)(=O)c2cccc(C(=O)N3CCCCC3)c2)cc1	-3.1	-7.6	2.0	2.6	i	-1.2	0.3	6.3	-0.6	-2.6
COc1ccc(C(=O)OCc2cc(=O)n3ccsc3n2)cc1F	4.7	-9.6	1.9	3.2	i	16.4	1.2	2.0	1.4	0.5
COc1cc(NC(=O)C2CCCO2)c(OC)cc1NC(=O)c1ccccc1 (configuration not stated)	-6.5	0.3	1.3	-2.4	i	-8.8	-1.1	3.0	0.7	-1.2
COC(=O)c1ccc(CSc2nnc(Nc3cccc(OC)c3)s2)o1	-7.7	-9.3	-0.9	1.7	i	-3.1	-0.3	5.8	1.3	1.3
CCOC(=O)c1cc2c(=O)n3cccc(C)c3nc2n(Cc2ccco2)c1=NC(=O)c1cccnc1	15.2	52.0*	-19.1	4.7	i	15.3	-0.5	10.7	-0.1	1.7
CC1CCN(C(=O)c2[nH]cnc2C(=O)NCC(=O)OCc2ccccc2)CC1	-1.4	-6.5	-2.1	4.4	i	3.0	-0.1	4.9	3.4	0.1
CNc1nc(NCc2ccccc2)nc(N)c1[N+](=O)[O-]	2.9	34.1	1.8	-2.3	i	0.6	-0.1	-4.0	3.8	0.3
CCC(=O)c1ccc(OCC(=O)O)cc1	4.1	-4.4	2.1	-4.7	i	-1.9	-0.3	0.2	0.7	1.0
O=C(CSc1nnc(-c2ccccc2)c2ccccc12)NCC1CCCO1 (configuration not stated)	-0.6	x	-1.0	-0.6	i	-0.1	0.0	-3.6	x	-0.9
O=C(O)COc1ccccc1/C=C1\SC(=S)N(NC(=O)c2ccccc2O)C1=O	0.4	-3.5	1.3	15.6	+	8.1	0.6	14.0	2.7	0.9
CCc1cccc(NS(=O)(=O)c2ccc3c(c2)oc(=O)n3C)c1	-10.7	-14.3	-1.8	0.8	i	2.9	-0.3	-0.6	-0.2	0.8
CCOCCc1nnc(NC(=O)CN2C(=O)c3ccccc3C2=O)s1	0.9	2.5	-2.5	-4.8	i	1.3	-1.6	-2.4	1.8	-0.5
